# COUP-TFII inh – blocks human COUP-TFII nuclear receptor. AID 686940. inhibition, % at 8.6 µM. HEK293T NGFI-A luciferase reporter, luminescence. P24468. 370,000 compounds, 0.7% hits;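 active = inhibition above a per-plate cutoff, mean inhibition of test wells between control levels plus 3 SD, cut at about 38% in these data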;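 also: cells cotransfected with COUP-TFII expression vector driving the NGFI-A reporter; 0% = median of COUP-TF2 test wells and 100% = reporter-only cells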
# TWEAK-Fn14 inh – blocks TWEAK-Fn14 interaction in a reporter cell assay | inhibition, % at 10 µM | TWEAK-stimulated Fn14 reporter cells, luciferase luminescence, 8 h | 360,000 compounds, 2% hits; in the data active = inhibition above about 50%
# TROY signal inh – blocks TROY-dependent signaling in reporter cells; inhibition, % at 10 µM; 360,000 compounds, 0.98% hits; Q293 LMP1-TROYcd NF-kB luciferase reporter, 4 h; AID 1347056;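 active = compounds whose plate-normalised and pattern-corrected inhibition of the luciferase reporter signal at the single screening dose is 50% or more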
# Granule exo inh – lytic granule exocytosis inhibition; inhibition, % at 10 µM; 360,000 compounds, 0.66% hits; AID 651702; TALL-104 LAMP-1 surface exposure, flow cytometry; cells stimulated with thapsigargin and PMA;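 active = inhibition above about 55%, limit read from the data; inconclusive = no clear call, values can overlap the other calls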
# NCOA3 inh – inhibitors of human steroid receptor coactivator 3 (SRC3); Q9Y6Q9; HEK293 GAL4-SRC3 luciferase reporter, luminescence; inhibition, % at 3.6 µM; 360,000 compounds, 0.17% hits; AID 588352;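 active = inhibition above a per-campaign cutoff, the mean of all compounds plus 3 SD, cut at about 60% in these data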;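 also: 0% = DMSO-treated cells and 100% = gossypol-treated cells at 36 µM; higher means less SRC3-driven luciferase light from the GAL4 reporter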
# NR5A2 inv ag – NR5A2 inverse agonism in reporter assay. O00482. inhibition, % at 3.6 µM. HEK293T StAR-luciferase reporter, LRH-1 transfected, 24 h. AID 602396. 360,000 compounds, 0.13% hits;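 active = inhibition above the mean inhibition of all tested compounds plus 3 SD, cut at about 73% in these data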;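 also: 0% = DMSO wells and 100% = reporter-only cells lacking LRH-1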
# SRC1 inh – human NCOA1 inhibition; Q15788; HEK293 GAL4-SRC1 luciferase reporter, luminescence; inhibition, % at 3.6 µM; 360,000 compounds, 0.12% hits; AID 588354;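 active = inhibition above the campaign mean plus 3 SD, with each screening campaign given its own cutoff, cut at about 60% in these data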;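 also: 0% = DMSO treated cells and 100% = gossypol at 36 µM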
# NOD2 RIPK2 PPI – blocks binding of human NOD2 to RIPK2. O43353. 360,000 compounds, 0.38% hits. inhibition, % at 4.98 µM. AID 624267. CHO BLA complementation NOD2-RIPK2, CCF4 ratio; in the data active = inhibition above about 21%;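 also: 0% = vehicle only and 100% = reference blocker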
# TLR9-MyD88 block – blocks human TLR9 binding to MyD88; Q9NR96+Q99836; CHO BLA complementation TLR9-MyD88, CCF4 FRET ratio; inhibition, % at 4.98 µM; 340,000 compounds, 0.21% hits; AID 504734;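 active = inhibition above the mean over all tested compounds plus 3 SD, cut at about 21% in these data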;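 also: 0% = DMSO only wells and 100% = clavulanate BLA inhibitor control wells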
# ABHD5-PLIN5 inh – ABHD5-PLIN5 protein interaction inhibition. Q00G26+Q8WTS1. Split G. princeps luciferase complementation, luminescence, 4 h. inhibition, % at 4 µM. 360,000 compounds, 0.78% hits. AID 602281;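 active = inhibition above the mean inhibition across every tested compound plus 3 SD, cut at about 22% in these data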;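 also: 0% = DMSO only wells and the 100% control is not disclosed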
# SRC2 inh – human SRC2 (NCOA2) inhibition | Q15596 | HEK293 GAL4-SRC2 luciferase reporter, luminescence | inhibition, % at 9 µM | 370,000 compounds, 0.17% hits;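 active = inhibition above the mean inhibition of all tested compounds plus 3 SD, set per campaign, cut at about 52% in these data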;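 also: 0% = DMSO treated cells and 100% = cells given Gossypol at 36 µM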
# Target sequence (Q15596 whole entry, looked up, the tested form may be a part): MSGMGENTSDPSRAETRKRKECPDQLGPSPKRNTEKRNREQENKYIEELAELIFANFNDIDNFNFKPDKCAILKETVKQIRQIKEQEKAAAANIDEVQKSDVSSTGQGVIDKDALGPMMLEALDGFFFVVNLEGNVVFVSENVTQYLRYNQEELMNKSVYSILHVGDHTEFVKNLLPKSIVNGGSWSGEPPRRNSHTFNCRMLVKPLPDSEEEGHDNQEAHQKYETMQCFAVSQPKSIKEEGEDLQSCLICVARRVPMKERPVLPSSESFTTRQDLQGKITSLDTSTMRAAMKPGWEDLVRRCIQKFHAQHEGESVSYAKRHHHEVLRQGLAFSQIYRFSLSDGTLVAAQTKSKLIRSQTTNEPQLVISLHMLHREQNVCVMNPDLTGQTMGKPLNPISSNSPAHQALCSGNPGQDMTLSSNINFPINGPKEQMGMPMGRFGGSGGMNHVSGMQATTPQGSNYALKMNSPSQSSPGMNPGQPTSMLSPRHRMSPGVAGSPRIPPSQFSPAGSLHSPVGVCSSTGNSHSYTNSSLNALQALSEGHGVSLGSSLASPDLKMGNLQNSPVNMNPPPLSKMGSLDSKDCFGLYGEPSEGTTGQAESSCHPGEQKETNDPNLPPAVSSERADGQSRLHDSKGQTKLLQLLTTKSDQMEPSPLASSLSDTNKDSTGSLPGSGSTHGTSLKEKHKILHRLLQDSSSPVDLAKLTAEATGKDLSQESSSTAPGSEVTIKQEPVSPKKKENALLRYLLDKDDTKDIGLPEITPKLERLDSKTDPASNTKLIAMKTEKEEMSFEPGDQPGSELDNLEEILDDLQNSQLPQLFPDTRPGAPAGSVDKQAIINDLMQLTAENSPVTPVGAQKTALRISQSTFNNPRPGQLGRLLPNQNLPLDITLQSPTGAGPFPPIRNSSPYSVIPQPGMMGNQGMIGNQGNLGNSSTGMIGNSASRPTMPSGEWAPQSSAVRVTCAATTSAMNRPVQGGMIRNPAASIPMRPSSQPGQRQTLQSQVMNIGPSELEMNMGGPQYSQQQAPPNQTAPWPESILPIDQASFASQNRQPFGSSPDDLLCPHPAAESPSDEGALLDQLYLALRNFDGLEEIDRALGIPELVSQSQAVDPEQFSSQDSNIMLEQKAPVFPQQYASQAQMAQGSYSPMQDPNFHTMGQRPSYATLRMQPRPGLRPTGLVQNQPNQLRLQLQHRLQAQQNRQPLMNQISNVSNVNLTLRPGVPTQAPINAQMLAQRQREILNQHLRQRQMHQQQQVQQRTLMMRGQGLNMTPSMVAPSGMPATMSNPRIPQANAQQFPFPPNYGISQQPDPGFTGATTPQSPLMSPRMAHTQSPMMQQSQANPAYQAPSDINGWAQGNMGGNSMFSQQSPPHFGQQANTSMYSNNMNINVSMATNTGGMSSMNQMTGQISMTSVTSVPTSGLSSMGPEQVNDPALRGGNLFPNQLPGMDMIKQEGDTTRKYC
# An asterisk follows results filed as active; ? = inconclusive; . = no result given.
# Second line of a record – COUP-TFII inh	TWEAK-Fn14 inh	TROY signal inh	Granule exo inh	NCOA3 inh	NR5A2 inv ag	SRC1 inh	NOD2 RIPK2 PPI	TLR9-MyD88 block	ABHD5-PLIN5 inh	SRC2 inh
- Cc1ccc(C2=NCC(=O)Nc3ccc(Br)cc32)cc1
→ -15.0	11.6	-6.0	0.0	-10.8	12.3	13.5	-0.9	-5.0	-11.5	12.8
- CCCCn1c(O)c(C(C)=NCCN2CCCCC2)c(=O)[nH]c1=O
→ -1.2	3.4	0.1	-6.2	10.6	-17.9	1.5	-5.2	-4.7	0.4	1.6
- O=C(COc1ccc(Cl)cc1Cl)N1CCN(C/C=C/c2ccccc2)CC1
→ 3.6	23.8	37.3	1.5	11.2	-31.9	11.7	-0.9	-9.2	3.0	20.4
- CC(=O)C1(c2ccccc2)CCNCC1
→ -19.3	-5.6	1.3	8.3	-0.3	16.1	-5.9	-14.2	2.4	2.3	1.6
- Cc1cccnc1-n1c(CN2C(=O)c3ccccc3C2=O)nc2ccccc2c1=O
→ -0.7	-0.8	1.7	-3.4	4.8	-4.2	5.6	-22.9	-1.2	-3.7	3.0
- O=c1[nH]c(=S)n(-c2ccccc2F)c(O)c1C=NCc1ccco1
→ 8.5	12.6	11.0	-1.6	12.4	3.1	5.2	-5.3	-2.9	5.4	-8.9
- OCC1OC(n2cnc3cc(Cl)c(Cl)cc32)C(O)C1O (stereo not drawn)
→ 11.3	21.4	53.8*	-7.6	-6.9	3.1	4.6	3.0	.	-0.1	0.7
- O=C(CCN1CC1)OCCOC(=O)CCN1CC1
→ 10.2	5.2	-1.5	0.1	-0.9	-12.5	0.4	8.2	-5.0	7.6	-4.4
- CN1CCN(C(=O)Cc2ccccc2)CC1
→ 4.6	6.3	-7.2	-6.3	11.7	-5.5	3.3	-4.1	-0.8	-2.2	12.5
- CCCNC(=O)N1[C@H]2CC[C@@H]1C(C(=O)OC)=C(c1ccc(Cl)c(C(F)(F)F)c1)C2
→ 17.0	-1.1	-5.0	5.2	20.6	17.1	1.3	-3.7	1.5	9.6	-4.1
- CN1C(=O)N(C)C(=O)C2(Cc3cc([N+](=O)[O-])ccc3N3CCN(C(=O)c4ccccc4)CC32)C1=O (stereo not drawn)
→ -23.4	-13.6	-22.4	13.9	11.6	4.9	11.4	-4.0	0.5	-5.0	-10.7
- CC(C)C[C@H](NC(=O)[C@@H]1CCCN1C(=O)[C@@H](N)Cc1ccc(O)cc1)C(=O)NCC(N)=O
→ -0.6	5.2	-10.2	-6.4	5.5	24.1	1.5	2.6	-6.4	2.2	-18.9
- Cc1cccc(N2C(=O)NC(=O)/C(=C\c3ccc4c(c3)CCCN4Cc3ccccc3)C2=O)c1
→ 6.3	9.3	5.0	-4.5	-20.3	37.4	-37.8	-1.1	1.1	14.0	-3.4
- Cn1c(=O)c2c(nc(N/N=C/c3c(O)n(-c4ccccc4)c(=S)[nH]c3=O)n2C)n(C)c1=O
→ 12.8	-2.8	-20.5	0.0	4.2	-3.6	2.8	-9.3	-1.0	-4.4	-20.1
- COC(=O)C1=C(c2cc3ccccc3o2)C[C@@H]2CC[C@H]1N2C(=O)N1CCCC1
→ 4.6	-6.8	12.2	-4.8	6.4	8.9	-2.5	4.2	6.4	11.8	6.5
- CN1C(=O)C(=Cc2ccc(SC3CCCCC3)o2)C(=O)N(C)C1=O
→ -14.9	21.5	-7.0	1.5	-6.3	-17.8	-20.9	-7.8	-3.0	7.0	-13.9
- CNC(=O)Oc1ccc2c(c1)C(=O)c1ccccc1CO2
→ -2.9	12.5	-69.0	-0.2	-37.1	-9.9	-22.8	4.4	6.0	5.4	-18.8
- COC(=O)C1=C(c2ccc(F)cc2OCc2ccccc2)C[C@@H]2CC[C@H]1N2C
→ -30.4	3.3	-35.0	3.8	-6.2	1.8	-11.2	-2.0	-9.9	-2.8	-26.2
- O=C(O)CCn1cc(C=C2C(=O)NC(=S)NC2=O)c(-c2cccc(Cl)c2)n1
→ -13.3	6.8	-6.5	-0.3	13.6	9.8	3.1	-13.0	-7.5	7.5	-7.8
- CN(C(=O)Oc1cccc2cccnc12)c1ccccc1
→ -0.6	-46.9	4.2	-2.9	7.6	19.5	15.3	3.4	-8.1	3.5	-2.8
- CC1CCC(C)(NS(=O)(=O)OCC(Cl)(Cl)Cl)CC1 (stereo not drawn)
→ 4.8	5.2	6.2	-13.5	8.6	10.2	-1.7	9.9	8.3	-1.7	-17.9
- Cc1cc(=O)[nH]c(SCc2nc3ccccc3c(=O)n2-c2ccccc2C)n1
→ -1.9	14.0	0.1	0.0	0.2	10.2	14.5	-5.9	0.0	-1.5	0.5
- O=c1[nH]c2ccccc2n1C1CCN(C(c2ccccc2OC(F)(F)F)c2nnnn2Cc2ccccc2)CC1 (stereo not drawn)
→ 42.0*	61.0*	61.1*	3.4	37.0	-5.6	33.7	-2.0	.	2.4	33.1
- CN1CCN(c2nc3ccccn3c(=O)c2C=C2C(=O)N(C)C(=O)N(C)C2=O)CC1
→ .	2.5	-1.1	-0.5	3.4	-8.3	-4.5	-6.5	9.1	23.0*	.
- COc1nc2ccccc2nc1N1CC1
→ -7.8	4.8	5.7	-8.4	6.7	16.8	2.5	-5.6	.	6.5	1.0
- CC1(C)C2([N+](=O)[O-])CN3CC1([N+](=O)[O-])CN(C2)C3c1ccccn1 (stereo not drawn)
→ -28.3	0.1	-10.2	-8.3	14.0	8.3	5.5	-11.1	-6.0	2.6	-8.0
- O=C1Nc2ccc(Br)cc2C(c2ccccc2Cl)=NC1O (stereo not drawn)
→ -1.2	-0.5	-16.7	-1.8	-1.8	14.6	-20.4	1.2	8.2	18.3	10.7
- CNc1ccc2nc3ccccc3[n+](C)c2c1
→ 20.6	16.0	11.8	23.0	31.7	32.6	32.7	-0.7	5.1	-20.2	3.9
- CCOP(=O)(C#CC(C)(C)C)C(O)(c1ccccc1)C(F)(F)F (stereo not drawn)
→ 8.1	11.4	-2.0	0.0	10.7	4.0	2.9	-1.1	-5.7	5.2	-17.7
- COc1cc(/C=C/[N+](=O)[O-])ccc1OC(=O)c1cccnc1
→ 16.4	47.4	65.9*	-5.9	-12.7	-13.2	-2.7	21.9*	-1.3	27.3*	-0.5
- CCC(=NCc1cc(OC)cc(OC)c1)c1c(O)n(C)c(=O)n(C)c1=O
→ -7.9	36.9	31.6	1.1	8.1	12.1	6.0	-2.4	4.2	7.6	9.5
- OCCOc1ccccc1
→ 12.7	-19.2	-1.9	0.8	9.6	-18.7	-0.4	9.6	16.1	4.8	-18.7
- CCOC(=O)[C@@H]1[C@H]2COc3ccc(Br)cc3[C@@H]2N2C(=O)N(c3cccc(C)c3)C(=O)[C@]12C
→ -8.0	-11.9	-5.6	5.8	3.2	6.7	0.8	-3.7	-8.8	-11.1	-19.9
- O=C(c1ccccc1F)c1cn(CC(=O)N2CCCCC2)c2ccccc12
→ 5.9	10.9	2.4	-0.6	2.5	-7.2	-0.3	-2.9	-5.5	0.9	1.6
- O=c1[nH]c(=O)n(Cc2ccccc2)c(O)c1C=NCCCO
→ 0.4	-4.2	-4.0	4.1	-5.1	-0.2	-10.2	0.4	-2.3	1.7	-2.8
- Cc1ccccc1N1CCN(C2CCCN(C(=O)COc3ccccc3)C2)CC1 (stereo not drawn)
→ -3.8	7.6	0.5	34.5	-1.9	6.2	1.9	-1.0	0.4	0.4	-15.3
- CC(=O)OC1N=C(c2ccccc2Cl)c2cc(Br)ccc2N(C)C1=O (stereo not drawn)
→ 4.7	-6.3	-16.9	6.1	5.5	7.7	10.5	1.5	-5.7	3.5	23.4
- COc1ccc(C(=O)C2CCCN(Cc3cccc(C)n3)C2)c(OC)c1 (stereo not drawn)
→ 26.4	1.0	-9.5	-1.0	10.1	-10.4	-6.9	4.4	-4.4	-0.3	21.4
- Nc1nc(SCCC(F)=C(F)F)n[nH]1
→ -10.8	-7.4	7.4	4.0	-12.6	-12.1	10.2	-2.0	-5.8	10.1	-1.3
- CCCCCn1c(=O)c(C(=O)NCCc2ccccc2)c(O)c2ccccc21
→ 0.4	-18.2	8.2	-9.0	-6.5	10.1	-9.3	-4.8	-5.0	-4.8	0.5
- COc1cccc(-c2sc3ccccc3c2-c2ccc(OCCN3CCOCC3)cc2)c1
→ 5.6	12.7	6.8	9.8	14.9	23.2	-4.9	-0.8	4.2	13.0	6.0
- CCOC(=O)[C@@]1(C#N)C(c2ccc(Cl)c(Cl)c2)[C@H](C(N)=O)N2C=C(C(C)=O)C=C[C@H]21 (stereo partly drawn)
→ 14.4	-17.2	-9.3	2.8	-0.7	2.8	2.3	-6.6	-0.5	2.1	-3.3
- COCCOC(=O)C1=C(N)Oc2c(c(=O)oc3ccccc23)C1c1ccncc1 (stereo not drawn)
→ 9.1	-3.5	5.8	1.7	-9.5	-0.9	-3.2	-8.0	-6.2	-0.6	-18.9
- CCN(c1ccc(C(O)(C(=O)OC)C(F)(F)F)cc1)S(=O)(=O)c1ccccc1 (stereo not drawn)
→ 3.5	2.1	-4.5	1.5	14.9	13.6	17.2	-4.2	5.8	0.8	-23.1
- CCCCCP(=O)(O)c1ccccc1
→ -9.4	-4.9	-6.6	-3.0	-11.7	-13.1	1.6	-3.1	9.2	8.7	17.9
- O=C(Cn1nc(-c2ccccc2)ccc1=O)N1CCC2(CC1)OCCO2
→ 14.1	-1.2	2.6	-0.5	2.8	5.4	9.9	-2.5	-7.8	3.3	-17.7
- COc1ccc(C(c2ccc(OC)cc2)C(Cl)(Cl)Cl)cc1
→ 6.8	-3.4	-4.6	1.0	1.5	21.4	-18.3	-1.6	-12.1	-12.1	-7.9
- Nc1nonc1C(=O)N/N=C/c1ccc([N+](=O)[O-])o1
→ 15.8	38.3	-8.2	?	2.2	20.5	-12.9	-1.9	-2.6	1.8	-3.4
- COc1ccc(/C=N/N=C(/N)N[N+](=O)[O-])c(OC)c1
→ -14.6	-31.3	-17.5	12.1	-20.1	-19.2	-14.6	-8.2	5.8	5.5	-43.1
- O=c1[nH]c(=S)[nH]c(O)c1N=Nc1cc(S(=O)(=O)Nc2ccc(Cl)cc2)ccc1Cl
→ 2.3	24.6	-3.7	-8.0	6.3	-6.2	-26.8	-7.0	-9.9	-6.6	-0.3
- COP(=O)(CC(=O)O)c1ccccc1 (stereo not drawn)
→ 10.1	-3.9	-7.1	-1.3	4.2	6.1	0.1	3.1	6.3	-3.1	-4.3
- Cc1cccc(C)c1NC1=NCCCS1
→ 18.2	-6.2	-0.5	-4.9	-13.7	-1.1	-19.8	-2.8	2.4	-5.9	2.5
- Cc1cc(OC(=O)c2ccco2)c2c3c(c(=O)oc2c1)CCCC3
→ 8.3	22.4	36.7	-3.0	9.2	59.6	11.9	0.6	-6.5	-3.5	8.5

# Screening results: PubChem BioAssay, several laboratories

# Not all compounds are listed, so the mix of outcomes need not match the whole.
